MITF inh – blocks human microphthalmia-associated transcription factor; O75030; AlphaScreen MITF homodimerization, bead proximity signal; inhibition, % at 2.6 µM; 650,000 compounds, 0.91% hits; AID 1259374; in the data active = inhibition above about 50%;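 note: 0% = vehicle wells with protein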
FBW7 act – activators of human E3 ligase FBW7; Q969H0; AlphaScreen FBW7–phospho-cyclin E peptide binding, activator screen; normalized activity (activation), % at 26.1 µM; 650,000 compounds, 0.13% hits; AID 1259310; in the data active = normalized activity above about 1.9%;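 note: purified mutant Fbw7 with reduced substrate affinity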
Target sequence (Q969H0 whole entry, looked up): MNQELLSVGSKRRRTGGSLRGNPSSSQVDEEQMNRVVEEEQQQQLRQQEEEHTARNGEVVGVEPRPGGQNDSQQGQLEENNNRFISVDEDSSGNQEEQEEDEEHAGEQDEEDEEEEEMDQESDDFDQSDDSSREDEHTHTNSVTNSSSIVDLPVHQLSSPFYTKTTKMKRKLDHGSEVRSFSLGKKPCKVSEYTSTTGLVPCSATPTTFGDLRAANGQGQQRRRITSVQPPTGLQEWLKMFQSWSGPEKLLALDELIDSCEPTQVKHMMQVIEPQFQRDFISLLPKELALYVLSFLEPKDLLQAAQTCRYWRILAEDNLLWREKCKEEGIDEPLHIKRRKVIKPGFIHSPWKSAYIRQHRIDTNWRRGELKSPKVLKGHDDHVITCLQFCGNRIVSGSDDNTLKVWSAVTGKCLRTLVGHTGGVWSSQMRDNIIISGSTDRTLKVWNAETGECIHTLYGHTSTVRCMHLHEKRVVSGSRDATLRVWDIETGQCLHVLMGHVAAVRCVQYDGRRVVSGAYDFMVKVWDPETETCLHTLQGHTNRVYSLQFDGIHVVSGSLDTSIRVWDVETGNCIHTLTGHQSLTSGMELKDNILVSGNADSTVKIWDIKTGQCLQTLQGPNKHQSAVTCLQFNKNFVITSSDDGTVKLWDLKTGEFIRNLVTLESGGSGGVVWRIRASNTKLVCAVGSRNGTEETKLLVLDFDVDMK
GPR151 activ – human GPR151 activation; PathHunter beta-arrestin GPR151 cells, luminescence; activation, % at 11.2 µM; 650,000 compounds, 1% hits; in the data active = activation above about 4.9%;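 note: 0% = median of compound wells and 100% = cells with positive control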
TEAD-YAP block – TEAD-YAP interaction inhibition; HEK-TIYL cells, TEAD-Gal4/YAP UAS-luciferase luminescence; inhibition, % at 9.12 µM; 640,000 compounds, 1.4% hits; AID 1259422; in the data active = inhibition above about 32%;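 note: 0% = median of test compound wells and 100% = reference inhibitor wells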
* marks the source's active call; other numbers are inactive results; & = joins results of further samples.

molecule	MITF inh	FBW7 act	GPR151 activ	TEAD-YAP block
COc1ccc(N2C(=O)c3ccccc3NC2c2cccc(F)c2)cc1 (stereo not given)	-13	0.0	1.6	-14
Cc1ccc(C)c(Oc2cc(=O)[nH]c(N)n2)c1	2	0.6	-0.9	5
O=C1CSC(c2ccccc2)N1c1ccccc1 (stereo not given)	5	0.5	0.6	6
Cc1ccccc1-c1cnnc(N2CCN(c3ccc(F)cc3)CC2)n1	13	-0.3	0.8	6
COc1ccc(NS(=O)(=O)c2ccc3c(c2)oc(=O)n3C)cc1Cl	18	0.7	-0.5	14
COc1ccc(N2C(=O)CN(Cc3cnn(C)c3)CC2(C)C)cc1	19	0.0	0.8	9
c1ccc(CSc2ccc(-c3ccc4c(c3)OCO4)nn2)nc1	-1	-0.3	-4.3	-47
C=CCn1c(SCC(=O)N2CC(=O)Nc3ccccc32)nnc1-c1ccc(Cl)cc1	-8	-0.2	0.0	10
N#Cc1c(SCC(=O)C2CC2)nsc1SCC(=O)C1CC1	-6	0.0	0.0	-15
COc1ccccc1C(=O)NC1CC2CCC1C2 (stereo not given)	-9	-0.5	0.5	8
COc1ccc(N2C(=O)C(Cl)=C(Oc3ccc(C)cc3)C2=O)cc1	13	-0.1	0.9	8
CCc1ccc(S(=O)(=O)N2CCSC2c2ccc(Br)cc2)cc1 (stereo not given)	-3	0.2	0.0	16
COc1cc(OC)c(OC)cc1/C=C/c1nc2cc3ccccc3cc2c(=O)n1-c1cc(C)cc(C)c1	13	-0.1	0.3	-5
CC1CCN(C(=O)COc2ccc3c(c2)C(=O)CC(C)(C)O3)CC1	-2	0.5	1.1	-12
COc1cc(/C=C2/N=C(c3ccc(Cl)cc3)OC2=O)c([N+](=O)[O-])cc1OC	-6	0.3	-0.4	0
CN1CCN(NC(=S)Nc2ccc(Oc3ccccc3)cc2)CC1	1	-0.1	2.0	19
COc1cc(/C=C2\Oc3c(ccc(O)c3CN(C)C)C2=O)cc(OC)c1OC	-4	-0.1	-0.8	29
CC(=O)c1cccc(-c2cc(Nc3ccc(N4CCOCC4)cc3)nc(N)n2)c1	0	0.0	-3.4	46*
COc1ccc2c(c1OC)C(=O)OC2Nc1cccc(F)c1 (stereo not given)	8	0.0	-1.2	7
Cc1cccc(C(=O)Nn2c(-c3ccc(Br)cc3)nc3ccccc3c2=O)c1	22	0.2	-0.6	1
CCOC(=O)c1ccc(NC(=O)CCSc2nc(N)c3c(C)c(C)sc3n2)cc1	1	-0.1	6.8*	1
CCOC(=O)c1c(NC(=O)c2ccccc2F)sc2c1CCN(C(=O)OCC)C2	5	-0.1	-0.6	2
COc1ccc(OC)c(C2NC(=S)NC(C)=C2C(C)=O)c1 (stereo not given)	-14	0.0	-0.6	-4
c1n[nH]c(SCc2ccc(CSc3ncn[nH]3)cc2)n1	6	0.0	-4.7	-6
O=C(/C=C/c1ccco1)NCC(=O)N/N=C/c1ccc(Cl)cc1	10	-0.1	0.2	-2
COc1cc(C)nc(N2CCCC(C(=O)Nc3ccccc3F)C2)n1 (stereo not given)	19	0.9	0.5	6
O=C(COC(=O)c1ccc2c(c1)S(=O)(=O)c1ccccc1C2=O)NCC(F)(F)F	-9	0.0	-1.5	-7
CC1=C(C(=O)OCC(F)(F)C(F)(F)F)C(c2ccccc2Br)NC(=O)N1 (stereo not given)	6	0.3	0.4	1
CCN(CC)CCCNc1ccc(C(N)=O)cc1[N+](=O)[O-]	10	0.1	-0.8	-9
CCn1c(COc2ccccc2OC)nnc1SCC(=O)NC	13	0.1	1.1	5
COc1ccc(N=Cc2c(O)n(-c3ccccc3OC)c(=O)c3ccccc23)c(OC)c1	-1&-12	0.0&0.0	0.3&-1.1	3&-13
Fc1ccc(CSc2nc(NCc3ccc(Cl)cc3)c3ccccc3n2)cc1	8	0.2	1.8	3
Cc1ccc2nc(-c3ccc(Cl)c(NC(=O)Cc4ccccc4)c3)oc2c1	7	1.4	-0.1	-11
CN1C(=O)CCC12CCN(Cc1cccn1-c1cccnc1)CC2	2	-0.1	-1.1	-3
CCOc1ccc(/C=C/C(=O)N2CCC(C)CC2)cc1OC	-6	0.0	1.0	-1
CC(C)(C)C(=O)[C@H]1[C@H](c2ccc(Br)cc2)C(C#N)(C#N)[C@@H]2c3ccccc3C=CN21	-1	-0.1	1.1	-11
C=CCOC(=O)C1=C(C)Nc2nnnn2C1c1cc(Br)ccc1OC (stereo not given)	10	0.2	0.3	3
O=C(N/N=C/c1ccccn1)c1cccc2ccccc12	4	-0.1	-0.7	-29
CCCC(=O)Nc1c(C(=O)OCC)oc2ccccc12	-10	0.0	1.3	-1
O=C(NC(n1cccnc1=O)C(Cl)(Cl)Cl)c1ccccc1 (stereo not given)	0	0.3	0.1	15
COc1cccc(NC(=O)C2C3C=CC4(O3)C2C(=O)N(CCCN2CCN(Cc3ccccc3)CC2)C4C(=O)NC2CCCCC2)c1 (stereo not given)	1	-0.2	0.3	10
CC(=O)Nc1ccccc1NC(=O)C/C(C)=N/NC(=O)c1ccccn1	10	-0.7	-3.1	-2
N/N=C(\c1ccccc1)C12CN3CN(CN(C3)C1)C2	-7	1.2	0.5	-4
CC(C)(C)NC(=O)Cn1ncc2c3ccccc3n(Cc3ccc(F)cc3)c2c1=O	12	0.3	-0.5	-9
O=C(CCCc1nc2ccccc2c(=O)[nH]1)NCc1ccc2c(c1)OCO2	-5	0.1	0.9	0
O=S(=O)(Nc1ccc(Cc2ccncc2)cc1)c1ccc(Br)cc1	-10	0.1	0.9	23
CCN1CCc2c(OCC(=O)Nc3ccc(Br)cc3)cccc2C1=O	3	-0.2	-1.1	-1
Cc1cc(C)cc(NC(=O)C2C3C=CC4(O3)C2C(=O)N(Cc2ccc(F)cc2)C4C(=O)NC2CCCCC2)c1 (stereo not given)	11	0.3	-0.6	-3
O=C(CSc1ccc(Cl)cc1)Nc1ccc(F)c(Cl)c1	4	0.5	1.7	-2
Cc1csc(NC(=O)CCc2c(C)nc3c4c(C)cc(C)nc4nn3c2C)n1	6	-0.1	0.8	9
COc1ccc(C(=O)NCCS(=O)(=O)NCCCOC(C)C)cc1	3	0.1	5.2*	-2
CN(C1CCCCC1)S(=O)(=O)c1ccccc1C#N	3	0.0	0.2	-2
CCOc1ccc(/C=N/NC(=O)C(=O)Nc2cccc(Br)c2)cc1	2	0.0	-0.7	6
COc1cc2c(cc1OC)CN(S(=O)(=O)c1cccs1)CC2	9	-0.2	-0.3	-3
Cc1cc(=O)n2c3ccccc3n(CC(O)CN3CCOCC3)c2c1C#N (stereo not given)	-1	0.1	-1.1	-1
Cc1[nH]c2ccccc2c1/C=N/NC(=O)Cc1cccs1	4	0.2	1.4	-3

New compounds follow
molecule	MITF inh	FBW7 act	GPR151 activ	TEAD-YAP block
COCc1ccc(CNc2nc(C)c(-c3ccn(CCN(C)C)n3)s2)o1	-2	0.2	-1.8	-3
CCOc1ccc2[nH]c(=O)c(CN(Cc3ccccc3)C(=O)N(C)C)cc2c1	-1	-0.1	-0.7	-4
FC(F)(F)c1nc2ccccc2c2nc3ccccc3n12	12	0.1	-0.7	2
O=C1c2ccccc2NC2(C(=O)N(Cc3c(Cl)cccc3Cl)c3ccccc32)N1c1cccc(C(F)(F)F)c1 (stereo not given)	-3	0.2	-0.1	6
CCCc1c(C)c2ccc(OCC(=O)OCC)cc2oc1=O	10	-0.1	-0.3	-3
COc1ccc(N2C(=O)C(CC(=O)Nc3ccccc3)N(Cc3ccc(C)cc3)C2=O)cc1 (stereo not given)	11	0.3	-0.5	8
CC1(C)Cc2cccc(OCc3ccc(C(=O)NCc4ccncc4)cc3)c2O1	59*	-0.2	1.8	15
CCOC(=O)c1ccc(Nc2ncnc3c2cnn3-c2ccc(C)cc2)cc1	-3	0.6	-0.9	0
Cc1c(Br)cc2c(c1Br)OCC(CN1CCCCC1)(CN1CCCCC1)C2=O	19	0.8	2.9	-16
Cc1csc(SCC(=O)Nc2ccccc2C#N)n1	-8	0.0	0.4	-10
Cc1cn[nH]c1C1CCCN(S(=O)(=O)c2ccccc2C(F)(F)F)C1 (stereo not given)	0	0.1	0.2	14
CC(C)C(=O)N1CCC(c2ccnc3nc(C(F)(F)F)nn23)CC1	-5	-0.1	-1.3	0
N#Cc1c(N)n(CCc2ccccc2F)c2nc3ccccc3nc12	-1	0.1	0.0	-4
O=C(Nc1ccccc1)N(Cc1ccccc1Cl)C1CCS(=O)(=O)C1 (stereo not given)	4	-0.1	3.8	1
CCOc1ccc(-c2[nH]nc3c2C(c2c(F)cccc2Cl)C(C#N)=C(N)O3)c(OCC)c1 (stereo not given)	5	0.1	-0.6	7
Clc1cncc(Cl)c1N1CCN(c2ccc(Br)cn2)CC1	-3	-0.5	1.6	5

Gathered by group: the entries above with a tert-butyl group (2)
molecule	MITF inh	FBW7 act	GPR151 activ	TEAD-YAP block
CC(C)(C)C(=O)[C@H]1[C@H](c2ccc(Br)cc2)C(C#N)(C#N)[C@@H]2c3ccccc3C=CN21	-1	-0.1	1.1	-11
CC(C)(C)NC(=O)Cn1ncc2c3ccccc3n(Cc3ccc(F)cc3)c2c1=O	12	0.3	-0.5	-9

(list continues)
molecule	MITF inh	FBW7 act	GPR151 activ	TEAD-YAP block
CN1CCc2c(sc3c2C(=O)NC(c2c(F)cccc2Cl)N3)C1 (stereo not given)	10	0.0	-0.3	6
O=C1Nc2cc(Cl)c(Oc3ccc(Br)c4ccccc34)c3cccc(c23)C1C1CCCC1 (stereo not given)	10	0.0	-2.1	-9
COc1ccc(S(=O)(=O)Nc2c(C)cccc2C)c2cccnc12	-8	-0.2	-1.3	1
CCCCNC(=O)/C(=C/c1ccccc1F)NC(=O)c1ccccc1	-5	0.0	1.3	-1
CC(C)NC(=O)Cn1c(SCC(=O)c2ccc(F)cc2)nc2ccccc21	-8	0.5	1.1	-12
COc1cc(Nc2ccnc(Nc3nc4ccccc4n3C)n2)cc(OC)c1OC	14	-0.2	-0.4	-11
COc1ccccc1-n1cc(C(=O)NCC(=O)N2CCCCC2)c2ccccc2c1=O	7	0.3	-1.2	3
COC(=O)COc1cc(C)c(Br)cc1C(C)C	0	-0.1	0.7	-3
COc1ccc(NC(=S)NCCN(C)C)cc1	2	-0.2	0.7	7
CCOc1cc2c(cc1OC)C(c1ccc(F)cc1)NCC2 (stereo not given)	-1	-0.1	-0.2	-11
Cc1cc(=O)oc2[nH]c(=S)[nH]c(=O)c12	13	0.2	-0.5	-3
O=S(=O)(c1cccs1)N1CCC(CO)(Cc2ccc(Cl)cc2)CC1	-4	0.4	-1.0	-13
COc1cc2nc(CN3CCC(O)(c4ccc(Cl)cc4)CC3)nc(N)c2cc1OC	14	-0.2	0.4	1
CCOC(=O)N1CCN(C(c2ccc([N+](=O)[O-])cc2)c2sc3nc(C)nn3c2O)CC1 (stereo not given)	4	0.0	-0.1	13
CCOC(=O)C1CCN(C(=O)CNC(=O)c2nn(-c3ccc(OC)c(OC)c3)c(=O)c3ccccc23)CC1	4	-0.1	0.3	5
CN1/C(=C\C(=O)C(F)(F)F)C(C)(C)c2ccccc21	7	-0.1	0.2	9

Gathered by group, the compounds so far with a nitro group on carbon.
molecule	MITF inh	FBW7 act	GPR151 activ	TEAD-YAP block
COc1cc(/C=C2/N=C(c3ccc(Cl)cc3)OC2=O)c([N+](=O)[O-])cc1OC	-6	0.3	-0.4	0
CCN(CC)CCCNc1ccc(C(N)=O)cc1[N+](=O)[O-]	10	0.1	-0.8	-9
CCOC(=O)N1CCN(C(c2ccc([N+](=O)[O-])cc2)c2sc3nc(C)nn3c2O)CC1 (stereo not given)	4	0.0	-0.1	13

Carrying on:
molecule	MITF inh	FBW7 act	GPR151 activ	TEAD-YAP block
O=C1/C(=C/c2ccncc2)SC(=S)N1Nc1ccccc1	0	-0.1	1.8	-8
Nc1cccc(-n2ncc3ccc(-c4nn[nH]n4)cc32)c1	-1	0.0	-1.2	-5
CC(=O)Nc1ccccc1/C=C/c1ccc2c(C)ccc(O)c2n1	9	0.0	0.6	-4
O=C(c1cc2n(n1)C(C(F)(F)F)CC(c1ccc(Br)cc1)N2)N1CCCCC1 (stereo not given)	-8	0.0	1.3	3
CC(=O)N1CCN(c2ccc(NC(=O)COc3cccc4ccccc34)cc2)CC1	13	-0.1	-0.4	4
